Y pestis TopoI = inhibitors of Yersinia pestis topoisomerase I | Y. pestis Topo-I cleavage product accumulation, plate reader | AID 504884 | 0.064% of 360,000 active | activity, % at 10 µM; in the data active means activity above about 50%, passing the limit was not always enough; further: inactives centre near 2
PrPC TRFRET = cell surface PrPC inhibition, primary TR-FRET screen. P04156. 0.43% of 370,000 active. TR-FRET read-out. inhibition, % at 13.8 µM. AID 720596; in the data active means inhibition above about 24%; further: 0% = median of the test wells and 100% = reference compound wells
DUSP3 inh = inhibitors of human VHR1 phosphatase (DUSP3) | P51452 | recombinant VHR phosphatase, pNPP absorbance | inhibition, % at 13.3 µM | 0.52% of 290,000 active | AID 1654; in the data active means inhibition above about 50%; further: some compounds called inactive have numbers as strong as hits
TcdB GH inh = inhibitors of Clostridioides difficile toxin B glycohydrolase; 0.24% of 350,000 active; TcdB glycohydrolase enzymatic assay, plate reader; inhibition, % at 9.99 µM; P18177; in the data active means inhibition above about 10%
SARS 3CLpro inh = SARS-CoV 3CLpro protease inhibition. P0C6X7. recombinant SARS-CoV 3CLpro, quenched FRET peptide cleavage. inhibition, % at 6 µM. 0.14% of 290,000 active. AID 1706; in the data active means inhibition above about 12%
Rv3671c protease = inhibits the M. tuberculosis serine protease Rv3671c; inhibition, % at 5.96 µM; P9WHR9; AID 2606; 0.048% of 320,000 active; in the data active means inhibition above about 38%;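 further: extracellular domain of Rv3671c used as enzyme; 0% = enzyme with DMSO and 100% = no enzyme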
BH1578 lux ind = induces V. cholerae light production without autoinducers; AID 588436; 0.16% of 350,000 active; V. cholerae BH1578 lux reporter, luminescence, 6 h; activation, % at 18.7 µM; in the data active means activation mostly above about 9.7%, no sharp cut-off; further: not every result past the cut was called active; inactives centre near 0; reference of the scale not given here
PriA SSB inh = inhibitors of Klebsiella pneumoniae PriA binding to SSB C-terminal tail; 0.6% of 430,000 active; AlphaScreen SSBct-PriA binding, biotinylated peptide; AID 1272365; inhibition, % at 33 µM; in the data active means inhibition mostly above about 37%, no sharp cut-off; inactive means mostly below about 20%;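 further: plate controls were negative control peptide for no effect and reference peptide for full effect; strong numbers were not always called active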
CCHFV vOTU inh = blocks the CCHF virus ovarian tumor domain protease. 0.55% of 370,000 active. inhibition, % at 11.5 µM. CCHFV vOTU protease, Pep-AMC fluorescence. AID 651958; in the data active means inhibition above about 30%; further: 0% = vehicle wells with enzyme and 100% = no enzyme wells
MazEF act = MazEF (E. coli) toxin RNase activation; P0AE70; FAM/BHQ RNA-DNA oligo cleavage fluorescence, 5 h; activation, % at 20 µM; 0.32% of 350,000 active; in the data active means activation above about 50%
Starred values were filed as active, the others as inactive; i = inactive; / = no result given; & = joins results of further samples. Only part of the results is shown; the hit share may differ from the screen's.

Molecule,BH1578 lux ind,SARS 3CLpro inh,Rv3671c protease,CCHFV vOTU inh,MazEF act,PriA SSB inh,PrPC TRFRET,TcdB GH inh,Y pestis TopoI,DUSP3 inh
CS(=O)(=O)N1CCN(c2ccccc2NC(=S)NC(=O)c2ccccc2[N+](=O)[O-])CC1,-0.4,1,-4,2,15,-11,-17,2.2,5,25
CC(=O)c1ccc(N2CCN(C(=O)Cc3n[nH]c(=O)c4ccccc34)CC2)cc1,i,3,-5,-7,0,2,-8,0.3,-1,-16
O=C(OC1CCOC1=O)c1cc(-c2cccc(Br)c2)nc2ccccc12 (stereo unspecified),1.4,1,-20,8,-8,-5,-1,0.3,1,8
COc1cccc(-c2nc(CCl)cs2)c1OC,-0.2,0,-4,11,6,-6,-7,-0.2,5,14
O=C(Nc1cnn(C23CC4CC(CC(C4)C2)C3)c1)c1cnn2cccnc12,-1.8,2,-1,8,9,-5,0,0.3,20,-3
CN1CCC(OC(=O)c2cccc(F)c2)CC1,i,-6,-4,7,2,-8,6,0.3,8,-5
C[C@@]12CCC=C[C@H]1[C@H](c1ccoc1)N(Cc1ccccc1)C2=O,i,/,0,-3,-8,-30,-8,-0.6,10,11
Cc1cc(C)nc(N2CCN(C(=O)CCC(=O)Nc3nnc(C(C)C)s3)CC2)n1,i,-6,-2,-4,-1,-10,-2,-0.8,7,-13
C#CCOCCOCCOCCNc1nc(N2CCN(C(=O)C([C@@H](C)CC)n3cc(C(N)COC(=O)C(F)(F)F)nn3)CC2)nc(N2CCN(C(=O)[C@H](CCC(=O)O)n3cc(C(N)CC(C)C)nn3)CC2)n1 (stereo partly specified),/,/,3,-8,7,-7,4,0.3,/,/
CCN(CC(=O)NCc1ccc(Cl)cc1)C(=O)NCc1ccc(Cl)cc1,-0.3,-2,-3,-15,-2,-2,2,1.7,15,6
CCOC(=O)CN1C(=O)CC(c2ccccc2)C1=O (stereo unspecified),-0.7,-2,2,-6,-9,-8,0,0.2,-5,34
Oc1c(Br)cc(/C=N/NC(=S)NCc2ccco2)cc1Br,-0.4,6,2,2,8,/,7,-2.1,-11,18
CC(=O)Nc1ccc(-c2cc(-c3ccc(NC(C)=O)cc3)nc(-c3ccccc3)n2)cc1,-0.4,2,-17,-16,22,-10,0,/,1,1
Cc1nn2c3c(cnc2c1-c1ccccc1)C(=O)CC(c1ccco1)C3 (stereo unspecified),-3.1,-2,6,-9,11,-2,4,/,2,17
CCCCCCCc1c(C)nc(N2CCOCC2)[nH]c1=O,-0.4,2,0,-11,3,2,-3,/,0,15
O=C(Nc1nc(-c2ccccc2)c(-c2ccccc2)o1)c1ccc(F)cc1,i,1,-21,17,16,-12,1,/,4,20
COc1ccc(C2CC(c3ccc(F)cc3)Nc3nc(N)nn32)cc1OC (stereo unspecified),-0.4,-7,3,3,8,-3,-5,0.0,9,25
CN(CC(=O)NCCc1ccc(S(N)(=O)=O)cc1)S(=O)(=O)c1ccc(Br)s1,-0.2,0,0,4,7,-11,-12,1.8,7,20
CCCC[n+]1cc(/N=C(\[O-])OC)on1,-25,1,9,6,-5,/,-4,/,8,45
CC1=C(C#N)C(c2ccc(O)cc2)C2=C(CC(C)(C)CC2=O)N1 (stereo unspecified),i,0,-2,-17,-3,-27,6,/,6,-4
CN(Cc1ccccc1)N=Nc1ccccc1,i,/,/,-3,3,/,3,2.0,8,/
CC1CC(C)CN(CCCNC(=O)C2CCN(c3nnc(-n4cccc4)s3)CC2)C1 (stereo unspecified),-6.7,4,-5,-5,10,2,-5,3.0,13,18
O=[N+]([O-])c1ccccc1C=NNc1ccccc1,i,/,/,4,3,8,19,-4.4,-17,/
S=C1NC[C@H](Cc2ccccc2)N1CCCCC1CCCCC1,-0.3,3,2,14,-1,3,0,1.1,28,7
O=C(NC(=S)Nc1ccccc1O)c1cncc(Br)c1,-0.9,/,4,7,-15,3,-6,-0.2,2,/
CC(=O)Nc1c2c(nn1-c1ccc(Cl)cc1)CSC2,-0.4,-5,3,12,7,-6,-7,4.0,5,-2
O=C(NCc1cccc(C(F)(F)F)c1)C1CC(c2ccccc2[N+](=O)[O-])=NO1 (stereo unspecified),-2.1,3,-4,8,1,-11,-9,1.8,0,7
COC(=O)Nc1ccc(Oc2ccccc2)cc1,-2.4,2,-7,9,-5,-21,3,/,5,-8
C=CCn1c(O)c(C(C)=NCCc2ccccc2)c(=O)[nH]c1=O,-2.2,-4,-2,-6,2,-12,-3,/,11,-6
COc1ccc(Oc2cn[nH]c2-c2ccc(OCC(=O)NN)cc2O)cc1,-18,-4,-31,12,3,-2,4,-1.1,-3,34

Reformatted: results already given
Each structure is followed by: BH1578 lux ind	SARS 3CLpro inh	Rv3671c protease	CCHFV vOTU inh	MazEF act	PriA SSB inh	PrPC TRFRET	TcdB GH inh	Y pestis TopoI	DUSP3 inh
S=C1NC[C@H](Cc2ccccc2)N1CCCCC1CCCCC1
    -0.3	3	2	14	-1	3	0	1.1	28	7
O=C(NC(=S)Nc1ccccc1O)c1cncc(Br)c1
    -0.9	/	4	7	-15	3	-6	-0.2	2	/
CC(=O)Nc1c2c(nn1-c1ccc(Cl)cc1)CSC2
    -0.4	-5	3	12	7	-6	-7	4.0	5	-2

Additional structures
Molecule,BH1578 lux ind,SARS 3CLpro inh,Rv3671c protease,CCHFV vOTU inh,MazEF act,PriA SSB inh,PrPC TRFRET,TcdB GH inh,Y pestis TopoI,DUSP3 inh
CCN(C[C@H]1N[C@@](C)(C(=O)OC)[C@H]2C(=O)N(C)C(=O)[C@@H]12)S(=O)(=O)c1ccc(OC(F)(F)F)cc1,i,/,-1,-4,2,-13,-3,0.5,-5,/
COc1ccccc1NC(=O)C(C)OC(=O)c1cccc(-n2cnnn2)c1 (stereo unspecified),-0.5,/,6,-3,-3,-5,9,1.4,12,/
COc1cc([C@@H]2[C@H]3CN(C)CC=C3C(C#N)=C(N)C2(C#N)C#N)cc2c1OCO2,4.2,-8,-7,-6,4&4,-13,0,-0.2,-3&4,2
Cc1onc(-c2c(F)cccc2Cl)c1C(=O)O/N=C(\N)c1ccc([N+](=O)[O-])o1,-1.6,1,4,-3,4,/,-9,-0.2,-12,32
CCN(CC)c1ccc(/C=N/NC(=O)CNC(=O)/C=C/c2ccco2)cc1,-0.4,1,11,24,-8,/,-10,7.5,1,-3
O=c1[nH]c(-c2ccco2)nc2sc3c(c12)CCCC3,-0.3,7,9,10,-3,-12,-6,1.6,2,21
O=C(C1CC1)N(CCc1ccccc1)Cc1nc2ccccc2c(=O)[nH]1,0.6,2,4,10,7,-15,2,/,-2,18
CCC(=O)Nc1cccc(-c2nnc(SCC(=O)NCc3ccco3)n2C)c1,/,-1,-2,-7,-17,2,-6,/,6,19
O=C(NCCS(=O)(=O)N1CCCCC1)c1ccc2c(c1)OCO2,-1.4,/,-3,-6,6,-4,7,1.3,2,/
Cc1ccc(CCNC(=O)C(C)n2nc(C)c3c(C)n(-c4ccccc4)nc3c2=O)cc1 (stereo unspecified),-0.2,-1,2,-4,5,5,4,0.6,18,1
COc1ccccc1COCC(O)CN1CCCCC1CO (stereo unspecified),-0.9,3,1,18,0,-9,0,0.2,6,17
CCOc1ccc(S(=O)(=O)N2CCN(C)CC2)c(C)c1C,i,7,-6,-1,-8,-8,-8,/,7,-1
O=C(CCCC(=O)N1CCN(c2ccc([N+](=O)[O-])cc2)CC1)c1ccccc1,-0.3,5,-10,9,8,-3,-15,0.4,26,7
O=C(Nn1cnc2ccccc2c1=O)c1ccccc1Cl,-2.0,2,-6,-5,-3,-22,-4,/,-1,15
Cc1ccc(C)c(NC(=O)CSc2nnc(-c3ccccc3C)o2)c1,-1.8,2,4,-7,-2,-3,0,/,5,14
CCS(=O)(=O)c1nc(S(=O)(=O)c2ccc(Cl)cc2)c(NCCCN2CCCC2=O)s1,-0.3,3,5,16,-2,-14,9,1.8,7,6
COCCCN1C(=O)C(=O)/C(=C(/O)c2ccc(OC)cc2)C12C(=O)N(C)c1ccccc12 (stereo unspecified),-0.2,4,-3,8,-1,/,1,1.1,4,13
CN(c1ccc(OCC(=O)N2CCOCC2)cc1)S(=O)(=O)c1ccc(F)cc1,i,3,-3,-2,0,-13,7,1.8,5,0
CC(C)[C@H](NC(=O)N1c2ccccc2NC(=O)[C@@H]1C(C)C)C(=O)N[C@H](Cc1ccccc1)C(=O)O,-0.5,-1,-1,9,0,-19,-5,-1.8,2,25
Cc1cc(C(=O)N/N=C/c2ccc([N+](=O)[O-])cc2)c(C)o1,-0.7,-1,-2,11,5,/,-53,0.6,-2,18
CCOc1cccc(/C=N/Nc2nc(N3CCCC3)nc(N3CCCC3)n2)c1O,-0.4,-1,11,6,1,/,6,1.0,8,13
S=C(Nc1ccc(Br)cc1Cl)NN1CCOCC1,-0.9,-2,11,-3,-18,-20,3,3.0,1,5
CCC1CCCCN1CCCNC(=O)Cn1ncc2c(C)n(Cc3ccccc3Cl)c(C)c2c1=O (stereo unspecified),i,-1,2,-3,4,11,7,2.9,1,-14
O=C(CSc1nnc(Nc2ccccc2F)s1)NC1CCCC1,0.7,/,2,-6,6,-9,3,-2.0,2,/
CC(Oc1ccccc1Cl)C(=O)Nc1ccc(S(=O)(=O)N2CCCC2)cc1 (stereo unspecified),i,/,10,12,5,-6,5,0.8,-2,/
CC(C)n1c(S(=O)(=O)O)nc2ccccc21,0.0,3,-5,/,3,-6,/,/,-4,13
CS(=O)(=O)NCc1nnc(SCC(=O)NC2CCCCC2)n1-c1ccc(F)cc1,0.9,-2,-7,16,5,-17,10,/,-2,0
Cc1cccc(OC2CCN(Cc3c(C(=O)N4CCCC4)nc4ccccn34)CC2)c1,/,-2,6,16,-2,6,7,0.4,36,12
O=C(Nc1nc2c(F)cc(F)cc2s1)C1COc2ccccc2O1 (stereo unspecified),i,5,-28,3,-7,-7,6,-0.2,-1,18
Nc1nnc(SCC(=O)N2CCc3ccccc3C2)s1,-0.1,-4,-4,-15,6,-24,1,9.5,7,22
O=C(Nc1cccc(-c2nn[nH]n2)c1)c1ccc(Br)s1,-0.3,2,-21,3,-18,116*,2,1.3,1,-6
CCN(CC)c1ccc(C2C(C(=O)OCCOC(C)C)=C(C)NC3=C2C(=O)CCC3)cc1 (stereo unspecified),i,3,-5,-3,-4,-3,-6,/,6,15
CCCC(C(=O)NCc1ccco1)N(C(=O)CNS(=O)(=O)c1ccccc1)C1CCCC1 (stereo unspecified),0.6,5,-2,6,-9,-14,-7,/,0,27
CCCCN1C(=O)/C(=C/C=C/c2ccco2)C(=O)NC1=S,i,-3,/,17,-25,-10,3,-2.5,6,-8
CN(C)C(=O)COc1ccc(S(=O)(=O)c2ccc(OCC(=O)N(C)C)cc2)cc1,-0.6,-4,-3,2,-2,2,7,0.2,6,2
CCCCCC(=O)Nc1ccccc1N1CCN(c2ccccc2)CC1,-0.5,7,10,8,-20,-25,4,/,-6,14
N#CCCn1cc(/C=N/O)c(-c2cccc([N+](=O)[O-])c2)n1,-1.6,-1,1,-9,19,/,-5,0.2,6,18
Cc1ccc(NC(=O)c2ccco2)c(NC(=O)CN2C(=O)c3ccccc3C2=O)c1,i,5,4,2,-6,-22,-3,/,-2,-1
C[C@]12C=CC(=O)C=C1CC[C@@H]1[C@@H]2[C@@H](O)C[C@@]2(C)[C@H]1CC[C@]2(O)C(=O)COC(=O)CCC(=O)NCCc1ccc(O)cc1,i,-2,/,1,-6,-7,-1,6.7,13,-22
O=C(COC(=O)c1ncc(Cl)c(Cl)c1Cl)Nc1ccc(Cl)cn1,-2.4,/,8,-2,-15,-6,1,2.3,7,/
